# GPR151 activ: activates the human receptor GPR151. Q8TDV0. PathHunter beta-arrestin GPR151 cells, luminescence. activation, % at 11.2 µM. hit rate 1% among 650,000. AID 1508602; in the data active means activation above about 4.9%;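 further: 0% = median of compound wells and 100% = cells with positive control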
# Target sequence (Q8TDV0 whole entry, looked up): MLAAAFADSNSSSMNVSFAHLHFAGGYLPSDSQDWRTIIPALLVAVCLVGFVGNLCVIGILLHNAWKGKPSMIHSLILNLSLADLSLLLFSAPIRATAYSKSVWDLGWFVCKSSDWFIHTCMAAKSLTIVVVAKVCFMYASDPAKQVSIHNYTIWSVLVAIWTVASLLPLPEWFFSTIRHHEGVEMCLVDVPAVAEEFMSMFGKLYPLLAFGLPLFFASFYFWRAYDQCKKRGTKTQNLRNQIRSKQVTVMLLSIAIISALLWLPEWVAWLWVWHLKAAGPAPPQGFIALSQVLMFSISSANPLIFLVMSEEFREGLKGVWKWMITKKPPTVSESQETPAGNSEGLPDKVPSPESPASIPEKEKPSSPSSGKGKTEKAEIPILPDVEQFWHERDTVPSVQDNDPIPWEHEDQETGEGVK
# TEAD-YAP block: TEAD-YAP interaction inhibition. AID 1259422. inhibition, % at 9.12 µM. HEK-TIYL cells, TEAD-Gal4/YAP UAS-luciferase luminescence. hit rate 1.4% among 640,000; in the data active means inhibition above about 32%;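 further: 0% = median of test compound wells and 100% = reference inhibitor wells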
# MITF primary: human MITF inhibition, primary screen; O75030; AlphaScreen MITF homodimerization, bead proximity signal; inhibition, % at 2.6 µM; hit rate 0.91% among 650,000; AID 1259374; in the data active means inhibition above about 50%;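 further: 0% = vehicle wells with protein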
# FBW7 act: human FBW7 E3 ligase activation, primary screen. normalized activity (activation), % at 26.1 µM. AlphaScreen FBW7–phospho-cyclin E peptide binding, activator screen. hit rate 0.13% among 650,000; in the data active means normalized activity above about 1.9%;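 further: purified mutant Fbw7 with reduced substrate affinity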
# Target sequence (Q969H0 whole entry, looked up): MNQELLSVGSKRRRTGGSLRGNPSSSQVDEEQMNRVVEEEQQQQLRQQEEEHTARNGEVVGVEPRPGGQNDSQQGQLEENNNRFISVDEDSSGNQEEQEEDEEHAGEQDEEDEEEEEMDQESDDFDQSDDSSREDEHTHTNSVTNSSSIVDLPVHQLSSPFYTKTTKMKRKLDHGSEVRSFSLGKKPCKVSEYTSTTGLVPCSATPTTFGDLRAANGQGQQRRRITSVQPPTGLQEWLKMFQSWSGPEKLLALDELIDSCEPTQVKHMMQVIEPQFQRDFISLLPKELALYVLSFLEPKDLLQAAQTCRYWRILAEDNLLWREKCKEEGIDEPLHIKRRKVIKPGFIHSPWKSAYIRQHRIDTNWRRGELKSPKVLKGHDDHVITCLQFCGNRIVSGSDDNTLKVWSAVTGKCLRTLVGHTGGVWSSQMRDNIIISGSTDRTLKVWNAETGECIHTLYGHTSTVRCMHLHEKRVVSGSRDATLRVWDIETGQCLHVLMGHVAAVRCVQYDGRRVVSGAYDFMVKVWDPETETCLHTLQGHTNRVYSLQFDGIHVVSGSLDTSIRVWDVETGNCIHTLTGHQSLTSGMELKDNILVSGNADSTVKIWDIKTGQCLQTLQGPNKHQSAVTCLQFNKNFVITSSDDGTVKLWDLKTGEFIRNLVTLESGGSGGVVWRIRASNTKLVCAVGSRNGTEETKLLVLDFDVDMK
# * hit, by the source's call.
SMILES,GPR151 activ,TEAD-YAP block,MITF primary,FBW7 act
Cc1ccc(NC(=O)C(=O)NCc2ccco2)cc1,0.0,-42,6,0.2
COc1ccc(-c2noc(CN(C(=O)Nc3cccc(C)c3)C(C)C)n2)cc1OC,0.6,-4,-3,0.0
CCCCOc1ccc(/C(C#N)=C2\N=C(N)NC2=O)cc1,-0.6,4,-4,-0.1
COc1ccc(N2CCN(C(=S)Nc3ccc([N+](=O)[O-])cc3)CC2)cc1,-1.2,-4,-1,0.0
CC1CN2C(=O)Cc3c(S(=O)(=O)N4CCc5ccccc54)ccc(c32)S1 (centres undefined),-0.9,3,1,-0.2
Cc1ccc(N(C(C)C(=O)N2CCc3ccccc3C2)S(C)(=O)=O)cc1 (centres undefined),0.2,6,24,1.1
CCOC(=O)c1c(NC(=O)C2COc3ccccc3O2)sc2c1CCC(C)C2 (centres undefined),1.0,-2,-10,0.0
COc1ccc(CN2CCN(Cc3ccccc3F)CC2)cc1OCc1ccccc1,-0.7,-7,80*,-0.1
O=C(Cn1cnc2sc3c(c2c1=O)CCCC3)NCc1cccs1,-2.0,0,-5,0.1
O=C(CSc1nccc(=O)[nH]1)NN(c1ccccc1)c1ccccc1,-0.9,3,-2,-0.2
COC(=O)c1ccc(NC(=O)c2cccc(C)c2OC)cc1,2.4,-43,1,-0.2
Cc1ccc(S(=O)(=O)NC(=O)c2ccccc2)cc1,0.2,1,-4,0.0
CCn1cnc2c1c(=O)n(CC(=O)Nc1c(C)cc(C)cc1C)c(=O)n2Cc1ccccc1,2.1,0,3,0.2
O=C(NC1CCCCC1)c1ccc2nc3cc(Cl)ccc3c(=O)n2c1,-1.0,-3,2,0.2
CC(NC(=O)C1CC1)C(c1cccs1)N1CCOCC1 (centres undefined),-0.8,-4,-11,0.0
O=C1NCC(O)=C1C=NCCc1ccc(O)cc1,-1.3,7,0,-0.2
O=C(NNS(=O)(=O)c1cccc([N+](=O)[O-])c1)C1CCCCC1,-0.8,-1,10,0.6
CCOC(=O)c1cnc(SCc2nc(-c3cccs3)oc2C)nc1N,-0.9,0,-4,0.0
COc1ccccc1NC(=O)Nc1cc(F)ccc1C,-0.3,-10,-3,0.1
CCC(=O)NC(=S)Nc1ccccc1C(F)(F)F,3.8,-2,5,0.1
Cc1nc(-c2ccccc2F)cc(N2CCCCC2)n1,-0.3,3,-7,0.0
CC(C)c1ccc(-n2cn[nH]c2=O)cc1,0.5,-12,0,0.0
O=C(CCl)n1c(=O)oc2ccccc21,0.0,6,10,0.1
CCN(CC)S(=O)(=O)c1ccc(C(=O)OC2CCCCC2=O)cc1 (centres undefined),-1.1,2,-8,-0.1
Cc1cc(C)cc(NC(=O)c2nnn(CC(=O)Nc3ccc(C)c(C)c3)c2N)c1,0.3,10,-3,-0.2
CCOC(=O)c1ccccc1NC(=S)N1CCC(C)CC1,-0.6,-5,-8,-0.1
Cc1ccccc1NCC(=O)N/N=C/c1cc2c(cc1Cl)OCO2,-0.2,4,4,-0.1
Nc1nnc(-c2cccc(F)c2)s1,-0.6,-8,1,-0.3
O=C(Nc1cccc2ccccc12)c1cc(Br)ccc1Cl,-0.8,10,20,-0.1
O=C(NN=C1CCN(Cc2ccccc2)CC1)C1CC1c1ccccc1 (centres undefined),2.9,4,1,0.1
O=C(Cn1cnc2c(cnn2-c2ccc(Cl)cc2)c1=O)NC1CCCC1,0.8,8,10,0.2
Cc1cccc(OCc2ccc(-c3nc(C#N)c(N4CCCC4)o3)o2)c1,-1.4,-3,20,-0.5
COCCN(Cc1cccnc1)C(Cc1ccccc1)C1CCN(Cc2ccoc2)CC1 (centres undefined),0.3,5,-8,-0.1
CCCCCCc1cc2cc(-c3csc(Nc4ccccc4)n3)c(=O)oc2cc1O,0.4,6,-2,-0.2
CCCOc1ccc(C2C(C(=O)OC)=CN(Cc3ccc(Cl)cc3)C=C2C(=O)OC)cc1OC,-0.3,-6,-8,0.0
Cc1ccccc1N1C(=O)C(Cl)=C(N2CCc3ccccc3C2)C1=O,0.7,-2,-11,0.4
O=C(Nc1ccc(NC(=O)c2ccccc2F)nc1)c1cccs1,0.1,-63,7,-0.1
Cc1cc(C)cc(NC(=O)Cn2nnc(C(=O)Nc3ccc(F)c(Cl)c3)c2N)c1,0.7,-7,-4,0.1
CCCCNC(=O)CN1C(=O)c2cccc(N)c2C1=O,-1.1,1,9,0.1
CN(C)CCCN(C(=O)/C=C/c1ccccc1)c1nc2ccccc2s1,-0.4,-5,-1,-0.1
CCOc1cc2c(cc1/C=C1/NC(=O)N(CC(=O)Nc3ccc(Cl)cc3)C1=O)OCO2,0.7,8,16,-0.1
Cc1cc(N2C(=O)c3ccc(C(=O)Nc4nccs4)cc3C2=O)no1,-0.1,3,9,0.1
c1ccc(C2CC(c3ccccc3)n3ncnc3N2)cc1 (centres undefined),0.4,-3,9,0.0
Cc1cccc(OCCn2cc(/C=C3/C(=N)N4N=C(C(C)C)SC4=NC3=O)c3ccccc32)c1,-0.7,-10,-5,0.0
CCCN1C(SCC(=O)NCCc2ccc(Cl)cc2)=NS(=O)(=O)c2ccccc21,-1.2,20,-1,-0.1
COc1ccc2[nH]c3c(c2c1)CCOC31CCN(C(=O)NCc2cccc(F)c2)CC1,-0.3,-27,17,0.4
Cc1cccc(OCC(=O)N2CC(=O)Nc3ccccc32)c1,2.1,10,-6,0.0
Nc1nc2nc(SCc3ccccc3)[nH]c2c(=O)[nH]1,0.9,3,8,0.0
Cc1cccc(NC(=O)CN2C(=O)N/C(=C/c3ccc(-c4ccc(Cl)cc4)o3)C2=O)c1,0.8,2,-3,0.9
CN(C)CCOC(=O)CCc1ccccc1,-0.2,0,-6,-0.1
CC(Sc1ccccc1)C(=O)Nc1cccc(F)c1 (centres undefined),-0.9,-2,5,0.2
NC(=O)Nc1ccc(C(=O)OCC(=O)Nc2cc(Cl)ccc2[N+](=O)[O-])cc1,3.7,-4,12,0.2
CC(C(=O)Nc1ccc(Br)c(Cl)c1)N1C(=O)C2C3C=CC(C3)C2C1=O (centres undefined),-0.7,6,20,0.2
Cc1cccc(Nc2c([N+](=O)[O-])ccc3nonc23)c1C,0.5,-3,1,0.0
COCCCNC(=O)CCc1c(C)nc2cc(-c3ccc(OC)cc3OC)nn2c1C,0.3,7,-1,-0.2
O=C(c1ccc2c(=O)n(Cc3ccc4c(c3)OCO4)c(=S)[nH]c2c1)N1CCN(c2ncccn2)CC1,-0.1,2,7,0.5
O=C(Cc1ccc(Br)cc1)Nc1nc2ccc([N+](=O)[O-])cc2s1,0.4,11,15,0.0
CCc1ccc(/C=N/NC(=O)COc2ccc3c(c2)OCO3)cc1,0.8,0,14,0.2
Cc1ccc(C(=O)NCc2nnc(SCC(=O)Nc3cccc(C)c3)n2C)cc1,-1.7,3,8,0.0
CC(C)(CO)NC(=O)C(C)(C)Oc1ccc(Cl)cc1,-0.6,-2,13,-0.1

# Taken from above, 18 compounds:
SMILES,GPR151 activ,TEAD-YAP block,MITF primary,FBW7 act
c1ccc(C2CC(c3ccccc3)n3ncnc3N2)cc1 (centres undefined),0.4,-3,9,0.0
Cc1cccc(OCCn2cc(/C=C3/C(=N)N4N=C(C(C)C)SC4=NC3=O)c3ccccc32)c1,-0.7,-10,-5,0.0
CCCN1C(SCC(=O)NCCc2ccc(Cl)cc2)=NS(=O)(=O)c2ccccc21,-1.2,20,-1,-0.1
COc1ccc2[nH]c3c(c2c1)CCOC31CCN(C(=O)NCc2cccc(F)c2)CC1,-0.3,-27,17,0.4
Cc1cccc(OCC(=O)N2CC(=O)Nc3ccccc32)c1,2.1,10,-6,0.0
Nc1nc2nc(SCc3ccccc3)[nH]c2c(=O)[nH]1,0.9,3,8,0.0
Cc1cccc(NC(=O)CN2C(=O)N/C(=C/c3ccc(-c4ccc(Cl)cc4)o3)C2=O)c1,0.8,2,-3,0.9
CN(C)CCOC(=O)CCc1ccccc1,-0.2,0,-6,-0.1
CC(Sc1ccccc1)C(=O)Nc1cccc(F)c1 (centres undefined),-0.9,-2,5,0.2
NC(=O)Nc1ccc(C(=O)OCC(=O)Nc2cc(Cl)ccc2[N+](=O)[O-])cc1,3.7,-4,12,0.2
CC(C(=O)Nc1ccc(Br)c(Cl)c1)N1C(=O)C2C3C=CC(C3)C2C1=O (centres undefined),-0.7,6,20,0.2
Cc1cccc(Nc2c([N+](=O)[O-])ccc3nonc23)c1C,0.5,-3,1,0.0
COCCCNC(=O)CCc1c(C)nc2cc(-c3ccc(OC)cc3OC)nn2c1C,0.3,7,-1,-0.2
O=C(c1ccc2c(=O)n(Cc3ccc4c(c3)OCO4)c(=S)[nH]c2c1)N1CCN(c2ncccn2)CC1,-0.1,2,7,0.5
O=C(Cc1ccc(Br)cc1)Nc1nc2ccc([N+](=O)[O-])cc2s1,0.4,11,15,0.0
CCc1ccc(/C=N/NC(=O)COc2ccc3c(c2)OCO3)cc1,0.8,0,14,0.2
Cc1ccc(C(=O)NCc2nnc(SCC(=O)Nc3cccc(C)c3)n2C)cc1,-1.7,3,8,0.0
CC(C)(CO)NC(=O)C(C)(C)Oc1ccc(Cl)cc1,-0.6,-2,13,-0.1

# (continued)
SMILES,GPR151 activ,TEAD-YAP block,MITF primary,FBW7 act
Cc1cc(C)n(C(=O)CCSCCC(=O)n2nc(C)cc2C)n1,-0.4,6,7,-0.1
Cc1ccc(CCNC(=O)C(NS(=O)(=O)c2ccc3nc(C)sc3c2)C(C)C)cc1 (centres undefined),0.5,-6,9,-0.1
COc1ccc(/C=C2/N=C(c3cc(Cl)ccc3OC)OC2=O)cc1,1.5,-5,1,0.0
CCCc1nnc(-c2cc3ccccc3n2CC(=O)Nc2ccc(OC)c(OC)c2)o1,0.7,-7,20,0.3
O=C(CCl)Nc1nc(SCCOc2ccccc2)ns1,0.4,-3,47,-0.1
CCc1nnc(NC(=O)CCCN2C(=O)c3cccc4cccc(c34)C2=O)s1,0.7,9,3,0.1
CNC(=O)C(C)N1c2cccc3cccc(c23)S1(=O)=O (centres undefined),-0.7,0,7,0.8
CCOC(=O)CN1CCN(S(=O)(=O)c2cccc(C#N)c2)C(C(=O)N2CCCC2)C1 (centres undefined),1.4,-2,-3,0.0
CN1C[C@H](C(=O)N[C@]2(C)O[C@@]3(O)[C@@H]4CCCN4C(=O)[C@H](Cc4ccccc4)N3C2=O)CC2c3cccc4[nH]cc(c34)C[C@H]21 (some centres undefined),0.1,3,7,-0.2
CCN(CC)S(=O)(=O)c1ccc(Cl)c(C(=O)OCc2ccco2)c1,-0.1,2,-5,-0.2
c1ccc2c(c1)C(=Nn1cnnc1)c1ccccc1-2,0.0,1,-12,-0.2
O=[N+]([O-])c1ccc(N/N=C2/CCCCC2c2ccccn2)cc1 (centres undefined),0.0,0,7,0.0
Cn1c(=O)c2c(ncn2CC(=O)NC2CCCCCCC2)n(C)c1=O,0.1,4,4,0.5
O=C(Nc1ccc(I)cc1F)c1ccco1,-0.8,-69,-24,-0.1
FC(F)(F)C(F)(F)c1nnc2ccc(Sc3nc4ccccc4s3)nn12,0.0,9,7,-0.1
Cc1onc(-c2c(F)cccc2Cl)c1C(=O)NC(=S)NC1CCS(=O)(=O)C1 (centres undefined),1.0,-11,-1,0.1
O=C(NCCCNc1ccc([N+](=O)[O-])cc1)C(F)(F)F,0.1,7,-3,-0.1
CC(C)(C)NC(=O)CN1N=C(C(C)(C)C)Cn2c(cc3sccc32)C1=O,0.0,-4,7,-0.1
Cc1cccc(OCC(=O)Nc2ccc(-c3nn4c(C)nnc4s3)cc2)c1,-0.5,-2,16,0.7
COc1ccc(C(=O)N2CCC[C@@H]2[C@@H](O)c2cccs2)cc1Cn1cccn1,2.2,-11,18,0.0
CC(C)(C)n1nc2c(c1NC(=O)c1ccc(F)cc1)CSC2,-0.5,-2,-6,-0.1
CCN1C(=O)CS/C1=N/S(=O)(=O)c1ccc(C)cc1,-1.6,0,-1,0.1
Cc1ccc(CSc2nc3c(sc(=S)n3-c3ccccc3C)c(=O)n2-c2ccccc2)c(C)c1,0.4,-3,-12,-0.1
Cc1ccccc1C1(Cc2cccc(C(N)=O)c2)C(=O)Nc2ccccc21 (centres undefined),0.1,-7,14,0.0
COc1cccc2c1CCN(Cc1ccc(Br)cc1)C2=O,-0.7,-15,14,0.0
Cn1ccnc1SC/C=C/CSc1nccn1C,-1.1,1,7,-0.1
CCOC(=O)c1c(NC(=O)COc2cccc(Cl)c2)sc(C(C)=O)c1C,0.5,11,0,0.0
COc1cc(NC(=O)c2cc(Cl)ccc2Cl)ccc1NC(=O)c1cc2ccccc2o1,-1.5,-5,5,-0.3
O=C(NC1CCCCC1)c1sc(=S)n2c1[nH]c(=O)c1sccc12,3.2,5,1,0.1
CC(C)(C)NP1(=O)C=C(c2ccccc2)SC(c2ccccc2)=C1,-0.2,7,17,0.0
CC1(C)Cc2ccccc2-c2nnc(SCc3ccncc3)n21,0.2,-3,1,-0.1
Cc1nnc(SCc2ccc(CSc3nnc(C)c(=O)[nH]3)cc2)[nH]c1=O,0.2,1,-5,-0.2
c1ccc(N2CCN(Cc3nnnn3C3CCCC3)CC2)cc1,0.6,8,-13,-0.3
Cc1cc(I)cnc1NC(=O)C(C)(C)C,-0.5,5,24,-0.1
CCOc1cc(CNCCCN2CCOCC2)ccc1OCC(=O)NC1CCCCC1,0.8,-1,-11,-0.2
Cc1ccccc1NC(=O)C1CCC(CNc2c(N3CCC(C)CC3)c(=O)c2=O)CC1 (centres undefined),-0.3,3,8,0.3
COc1ccc(-c2nc(C3CCCN3C(=O)CC(C)CC(=O)O)n3ccccc23)cc1 (centres undefined),0.1,-21,17,-0.8
COC(=O)NC1CSCC1OC(=O)CCCCCN1C(=O)c2ccccc2C1=O (centres undefined),-1.8,5,-4,-0.1

# Compound activity: PubChem BioAssay, The Scripps Research Institute Molecular Screening Center
